Cneo AK release: Cryptococcus neoformans lysis via adenylate kinase release. C. neoformans lysis, adenylate kinase release luminescence, 4 h; normalised: neutral wells 0, clomiphene wells 100. lysis activity, % at 15 µM. 360,000 tested, 0.2% active. AID 651654;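 active = mean lysis activity across replicates of at least 80%, whatever share of replicates individually reach that level; inactive = mean lysis activity below 80%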
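read-out = cell lysis signal | test system = log-phase Cryptococcus neoformans yeast cells | input = cells at 5 × 10^6 per mL | medium = fresh YPD growth medium | signal = luminescent adenylate kinase detection reagent | timing = 4 h at 37 °C static, read 1 h later | dosing = single dose | controls = Clomiphene as positive lysis control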
EWS-Fli block: blocks EWS/Fli oncoprotein-driven transcription; inhibition, % at 12.6 µM; 350,000 tested, 0.67% active; A673 NR0B1-luciferase reporter, viability-normalised; AID 651661;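 active = mean inhibition of at least 50% after viability correction, with every replicate also passing that limit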;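 note: firefly luciferase signal divided by Alamar Blue viability fluorescence both relative to DMSO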
miR-122 sensor: inhibitors of miR-122 in Huh7 cells. Huh7 miR-122 Renilla luciferase sensor, 48 h; neutral wells = 0, positive control = 100. activation (reporter increase), % at 12.5 µM. 340,000 tested, 0.3% active;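 active = mean replicate activation score at least 90 and every replicate individually at or above 90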;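 note: higher luciferase means less miR-122 activity so hits act as miR-122 inhibitors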
Casp6 inh: inhibitors of human caspase-6; P55212; purified caspase-6, Z-VEID-R110 cleavage fluorescence; inhibition, % at 12.5 µM; 350,000 tested, 0.53% active; AID 686996;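 active = mean inhibition across replicates at least about 35%, with every replicate also reaching that limit, limit read from the data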;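 note: 0% = median of neutral control wells and 100% = no fluorescence left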
Target sequence (P55212 24-179 limits assumed): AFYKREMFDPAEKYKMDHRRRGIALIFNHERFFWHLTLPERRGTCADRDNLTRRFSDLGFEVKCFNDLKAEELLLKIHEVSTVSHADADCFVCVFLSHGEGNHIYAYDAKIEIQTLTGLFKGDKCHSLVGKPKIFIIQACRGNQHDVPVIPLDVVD
Target sequence (P55212 194-293 limits assumed): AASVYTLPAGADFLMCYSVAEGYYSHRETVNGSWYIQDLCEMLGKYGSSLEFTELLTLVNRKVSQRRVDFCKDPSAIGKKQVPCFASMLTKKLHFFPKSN
FN deposition inh: fibronectin deposition inhibition. AH1F fibroblasts, Alexa488-fibronectin deposition fluorescence, overnight. inhibition, % at 12.6 µM. 350,000 tested, 0.086% active. AID 743247;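 active = mean inhibition across replicates of 30% or more, regardless of how many single replicates reach that level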;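 note: positive control wells lacked labelled fibronectin entirely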
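Material – AH1F fibroblast monolayer, labelled fibronectin deposition · Reagent – labelled fibronectin 24 nM · Timing – 1 h adhesion, overnight exposure · Measured by – fluorescence at 485 nm excitation, 525 nm emission · Read-out – inhibition of fibronectin deposition signal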
PAX8 reporter: inhibitors of PAX8 transcriptional activity in RMG-I cells; inhibition, % at 12.6 µM; 360,000 tested, 1.2% active; RMG-I TPO-luciferase reporter, SteadyGlo, 24 h;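 active = mean replicate inhibition at least 60% with every replicate also reaching 60%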;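 note: luciferase light reporting Pax8 driven TPO promoter activity; plate controls were median of neutral control wells for no effect and mitoxantrone controls for full effect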
LGR2 inh: blocks bursicon-induced cAMP signaling via Drosophila LGR2; inhibition, % at 9.99 µM; AID 720647; HEK293 LGR2, CRE-luciferase, bursicon-stimulated, 4 h; 380,000 tested, 0.35% active;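 active = drop in luminescence signal, shown as inhibition above about 50% in the replicate tests, limit read from the data, passing the limit was not always enough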;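 note: agonist challenge used bursicon conditioned medium at about half maximal strength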
PGC1a acetyl inh: lowers PGC1a acetylation signal in U2OS cells; AID 651687; AlphaScreen anti-acetyl-lysine; with virally co-expressed GCN5 acetyltransferase; inhibition, % at 15.6 µM; 350,000 tested, 0.17% active;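 active = every replicate shows inhibition of at least 40%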;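 note: 0% = neutral control wells and 100% = positive control wells; some results beyond the cut were filed as inactive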
Starred values were filed as active, the others as inactive; nt = no result given; [ ] = remark or other dose.

molecule | Cneo AK release | EWS-Fli block | miR-122 sensor | Casp6 inh | FN deposition inh | PAX8 reporter | LGR2 inh | PGC1a acetyl inh
Cn1c2ccccc2c(=O)c2c(=O)n(C3CCCCCC3)c(C3CCCCC3)nc21 | 0 | 13 | 0 | 2 | 1 | 17 | nt | -7
COc1ccc(NC(=O)CSc2nnc(Cc3cccn3C)n2-c2ccc(OC)cc2)cc1 | 0 | -1 | -4 | 2 | 12 | 13 | -2 | -1
C[C@H](CO)N1C[C@H](C)[C@H](CN(C)S(=O)(=O)c2cccs2)Oc2ccc(NC(=O)NC3CCCCC3)cc2C1=O | 0 | 7 | 1[16.7 µM] | 0 | nt | nt | 8 | 1
C[C@@H]1CN([C@H](C)CO)C(=O)c2cc(C#Cc3ccccc3)cnc2O[C@@H]1CN(C)C(=O)CCN1CCCCC1 | -3 | -12 | -6[16.7 µM] | 0 | nt | nt | 7 | 0
CCOc1ccc(S(=O)(=O)N2CCCCC2)cc1NC(=O)CN1C(=O)NC(CC)(c2ccccc2)C1=O (centres undefined) | -9 | 17 | -2 | -2 | -14 | 30 | 9 | -6
CC1=Nc2cc(C(=O)O)ccc2Sc2ccc(C)cc21 | 1 | -7 | 0 | 5 | -11 | 11 | nt | nt
CC(=O)N1CCCCN2[C@H](C1)[C@H](c1ccc(-c3ccccc3)cc1)[C@@H]2CO | 1 | 4 | -4[16.7 µM] | 1 | -16 | 18 | -3 | -13
COc1ccc(N(C(=O)c2cccc([N+](=O)[O-])c2)S(=O)(=O)c2cccs2)cc1 | nt | 1 | nt | 3 | 0 | 5 | nt | nt
CN(C(=O)COC(=O)CNC(=O)c1sc2ccccc2c1Cl)C1CCS(=O)(=O)C1 (centres undefined) | nt | -9 | 0 | 13 | 2 | nt | -8 | -7
COc1ccccc1-n1cnc2cc(C(=O)NCC3CCCO3)ccc21 (centres undefined) | 8 | nt | -1 | nt | nt | nt | -5 | 4
COc1ccc(NC(=O)Nc2ccc3c(c2)CC(=O)N([C@H](C)CO)C[C@@H](C)[C@H](CN(C)Cc2ccc(Oc4ccccc4)cc2)O3)cc1 | -4 | -13 | 5[16.7 µM] | -1 | nt | -49 | 2 | 2
N#CCc1nn(-c2ccccc2)c2ncnc(N)c12 | nt | -2 | nt | 3 | 4 | -16 | -24 | nt

New compounds follow:
molecule | Cneo AK release | EWS-Fli block | miR-122 sensor | Casp6 inh | FN deposition inh | PAX8 reporter | LGR2 inh | PGC1a acetyl inh
CCCCCCN(CCCCCC)C(=O)Cc1c(-c2ccc(F)cc2)[nH]c2ccccc12 | 1 | 11 | 2 | 1 | 7 | -2 | 4 | -2
CCOc1ccccc1C1CC(c2ccc(F)cc2)Nc2nc(N)nn21 (centres undefined) | 5 | 3 | nt | 3 | 3 | -15 | -18 | nt
Cc1ccc(S(=O)(=O)Nc2ccc3c(c2)C(=O)N([C@@H](C)CO)C[C@@H](C)[C@H](CN(C)S(=O)(=O)c2cccs2)OCCCC[C@H](C)O3)cc1 | 1 | 5 | 4[16.7 µM] | 0 | 4 | -17 | -16 | -2
CCCCOc1ccc(/C=c2\sc3ncnn3c2=O)cc1 | 0 | nt | 2 | nt | 4 | -3 | nt | -11
C=CCn1cnc2c(c1=O)c1nc3ccccc3nc1n2/N=C/c1cccc(OC)c1 | 6 | nt | -5 | nt | -7 | nt | -3 | 0
Nc1ncnc(Nc2cccc(F)c2)n1 | nt | -12 | nt | -17 | -3 | -4 | -18 | nt
Cc1ccc(-c2ccc3c(c2)O[C@@H](CN(C)C(=O)CC2CC2)[C@H](C)CN([C@@H](C)CO)S3(=O)=O)cc1 | 1 | -3 | 7[16.7 µM] | -4 | -11 | -31 | 10 | -6
COc1ccc(NC(=O)Nc2ccc3c(c2)C(=O)N([C@@H](C)CO)C[C@H](C)[C@@H](CN(C)C(=O)Nc2ccccc2)OCCCC[C@H](C)O3)cc1 | -2 | -3 | -12[16.7 µM] | 1 | 8 | 12 | 11 | 3
COc1cccc(-c2ccc([C@H]3[C@H](C#N)N(C(=O)Cc4ccncc4)[C@H]3CO)cc2)c1 | -3 | -1 | nt | 13 | 9 | -11 | 2 | -3
COC(=O)CN1C(CN2CCOCC2)=Nc2ccc(Br)cc2C1c1ccccc1 (centres undefined) | 3 | 3 | -5 | 5 | 0 | 8 | nt | 5
O=C(NCCc1ccc(Cl)cc1Cl)c1cncc(Br)c1 | -3 | 4 | 3 | 1 | -3 | -21 | nt | -1
CSc1ccccc1CNC(=O)C1(C)CCCN1CC(C)C (centres undefined) | 0 | 1 | 0 | -6 | -1 | -11 | 4 | -9

The list goes on.
molecule | Cneo AK release | EWS-Fli block | miR-122 sensor | Casp6 inh | FN deposition inh | PAX8 reporter | LGR2 inh | PGC1a acetyl inh
COc1ccccc1CC(=O)NCc1ccc2c(c1)OCO2 | -3 | nt | 14 | nt | 8 | 3 | nt | 0
N#C[C@H]1[C@H](c2ccccc2C2=CCCCC2)[C@H](CO)N1C(=O)C1CCOCC1 | nt | -15 | nt | nt | 2 | nt | -5 | 9
O=C(CNC(=O)c1sc2ccccc2c1Cl)Nc1ccccc1F | -2 | -7 | nt | 4 | -3 | -13 | -23 | 13
CCNS(=O)(=O)c1ccc(C(=O)Nc2ccccc2)cc1 | -1 | nt | 1 | nt | -2 | nt | nt | 6
CC(=O)c1cccc(CN2CCCC(C(=O)Nc3ccc(-c4ccco4)cc3)C2)c1 (centres undefined) | 6 | nt | nt | -1 | -14 | 21 | 10 | nt
COc1ccc(C2=CC(=O)CC(c3ccc(F)cc3)C2)cc1 (centres undefined) | 1 | -12 | nt | -5 | 2 | -9 | 3 | nt
CCOc1ccc2c(c1)C(C)=CC(C)(C)N2S(=O)(=O)c1ccc(NC(C)=O)cc1 | 1 | 47 | 26 | 0 | -38 | 88* | -5 | -106
CC(NC(=O)/C(C#N)=C/c1ccc(OCC(=O)O)cc1)c1ccccc1 (centres undefined) | 1 | 16 | 6 | 0 | 3 | -13 | 5 | nt
O=C(Nc1nc(-c2ccccn2)cs1)C1CCCC1 | 2 | -7 | 6 | -1 | 7 | -65 | nt | 12
CCCOc1ccc(/C(O)=C2/C(=O)C(=O)N(CCN(C)C)C2c2ccncc2)cc1 (centres undefined) | 1 | nt | -7 | nt | 6 | 6 | nt | 1
CCOc1ccc(/C=N/NC(=O)c2cc3c(OC)cc(OC)c(OC)c3[nH]2)cc1 | -4 | -23 | 11 | -2 | 2 | 13 | 5 | -2
O=C(NCCc1ccccc1)c1ccccc1[N+](=O)[O-] | -1 | -31 | nt | 2 | -10 | -20 | -13 | nt

One compound at a time (already shown). Values in the order: Cneo AK release | EWS-Fli block | miR-122 sensor | Casp6 inh | FN deposition inh | PAX8 reporter | LGR2 inh | PGC1a acetyl inh
CCNS(=O)(=O)c1ccc(C(=O)Nc2ccccc2)cc1 reads -1 | nt | 1 | nt | -2 | nt | nt | 6
CCCCOc1ccc(/C=c2\sc3ncnn3c2=O)cc1 reads 0 | nt | 2 | nt | 4 | -3 | nt | -11
Cn1c2ccccc2c(=O)c2c(=O)n(C3CCCCCC3)c(C3CCCCC3)nc21 reads 0 | 13 | 0 | 2 | 1 | 17 | nt | -7

Further records follow:
molecule | Cneo AK release | EWS-Fli block | miR-122 sensor | Casp6 inh | FN deposition inh | PAX8 reporter | LGR2 inh | PGC1a acetyl inh
O=C(NNC(=O)c1ncc(Cl)c(Cl)c1Cl)c1ccc(F)cc1 | 1 | 5 | 1 | -2 | nt | 5 | 3 | nt
Cc1ccsc1C(=O)C1CCCN(Cc2cccn2-c2ccc(Cl)cn2)C1 (centres undefined) | nt | 9 | 0 | 0 | -3 | 18 | 10 | -19
Cc1cccn2cc(CCNC(=O)c3ccc(Br)o3)nc12 | -17 | 13 | nt | 0 | 5 | 26 | -15 | nt
Cc1ccccc1S(=O)(=O)N1CCCCN2[C@H](C1)[C@@H](c1ccc(-c3cccc(F)c3)cc1)[C@@H]2CO | 6 | 11 | 7[16.7 µM] | 0 | nt | -15 | 9 | -3
COc1cccc2cc(C(=O)C3=C(O)C(=O)N(CCN4CCOCC4)C3c3ccc(C(C)(C)C)cc3)oc12 (centres undefined) | 3 | 3 | nt | nt | -7 | 13 | 3 | nt
Cc1c(Br)ccc(NC(=O)c2ccccc2[N+](=O)[O-])c1C | -1 | -14 | 4 | 0 | 8 | 13 | 4 | 1
O=C(CSCc1ccccc1Cl)NN1C(=O)c2ccccc2C1=O | -1 | nt | 0 | nt | 5 | nt | 6 | 5
CC(C)NC(=O)Nc1ccc2c(c1)CC(=O)N([C@@H](C)CO)C[C@H](C)[C@@H](CN(C)CC1CC1)O2 | 0 | nt | -1[16.7 µM] | 0 | -16 | 3 | -8 | -6
COc1cccc(C(Nc2ccccc2)c2ccc3ccc(C)nc3c2O)c1 (centres undefined) | nt | -5 | nt | -6 | 7 | 66* | nt | nt
O=C1CN(C(=O)c2ccc(Cl)nc2)c2ccccc2N1 | nt | 4 | nt | 0 | -8 | 17 | -5 | 10
CC(C)N1CCN(Cc2cnc(N3CCCC3)s2)CC1CCO (centres undefined) | nt | 4 | nt | -1 | nt | 3 | 0 | -2
CCC(=O)N1C[C@@H](C)[C@@H](OC)CN(C)C(=O)c2ccc(NC(=O)CC(F)(F)F)cc2OC[C@H]1C | nt | 9 | nt | -2 | -2 | -42 | 4 | 10

(list continues)
molecule | Cneo AK release | EWS-Fli block | miR-122 sensor | Casp6 inh | FN deposition inh | PAX8 reporter | LGR2 inh | PGC1a acetyl inh
CC=Cc1ccc2n(c1=O)C[C@H]1[C@H](CO)[C@@H](C(=O)NC3CCC3)N(Cc3ccncc3)[C@@H]21 (mixture of isomers) | nt | 3 | nt | 0 | nt | -3 | -2 | -9
COc1ccccc1Nc1nnc(SCc2cc(=O)n3ccsc3n2)s1 | 1 | -45 | 2 | 2 | 10 | -11 | nt | -11
O=C(c1cccc(F)c1)N1CC[C@@H]2[C@H]1c1cc(-c3ccc(F)cc3)ccc1N[C@@H]2CO | 7 | 2 | -6[16.7 µM] | -1 | -5 | -35 | 5 | 2
C[C@@H]1CCCCO[C@H](CN(C)CC2CCCCC2)[C@H](C)CN([C@@H](C)CO)C(=O)c2cc(NS(=O)(=O)c3cccs3)ccc2O1 | 3 | 6 | -15[16.7 µM] | 0 | nt | -7 | 1 | -13
Cc1occc1C(=O)N1CCCC(N2CCN(c3cccc(Cl)c3)CC2)C1 (centres undefined) | -3 | -3 | -1 | 0 | -2 | -7 | 2 | -1
NNC(=O)c1oc2nc(-c3ccccc3)cc(-c3ccco3)c2c1N | 3 | 4 | -6 | -4 | 4 | 10 | 4 | 0
COc1ccc(-c2cn(CC[C@@H]3CC[C@H](NC(=O)NC(C)C)[C@H](CO)O3)nn2)cc1 | 0 | 2 | nt | 3 | -8 | -5 | -9 | -21
CCCC#Cc1ccc([C@H]2[C@H](C#N)N(S(=O)(=O)c3cccc(F)c3)[C@H]2CO)cc1 | 1 | 9 | nt | -2 | 6 | 55 | 2 | -3
CCS(=O)(=O)N1CCC2(CC1)CN[C@@H](CO)c1[nH]c3cc(OC)ccc3c12 | nt | 2 | nt | 1 | -1 | 4 | 11 | 15
CN1C(=O)c2cc(NC(=O)Cc3cccs3)ccc2OC[C@@H]2O[C@H](CC(=O)O)CC[C@@H]21 | -9 | 8 | 3[16.7 µM] | 2 | 0 | -4 | 7 | 0
O=C(OC(C(=O)NCc1ccco1)C(OC(=O)c1ccccc1)C(=O)NCc1ccco1)c1ccccc1 (centres undefined) | nt | -18 | nt | 0 | -3 | -1 | 6 | nt

Compound activity as filed in PubChem BioAssay.
